ABCB1 inh = inhibitors of human ABCB1 transporter, ABCG2 counter-screen | AID 1326 | CCRF-Adr cells, JC-1 efflux, flow cytometry | 0.067% of 190,000 active | P08183 | inhibition, % at 6.6 µM; in the data active means inhibition above about 40%;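 further: 0% = vehicle and 100% = reference inhibitor; higher value means more JC-1 retained so stronger ABCB1 efflux block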
RGS4-Gao reg = human RGS4-Galphao interaction regulation; 0.33% of 220,000 active; P09471; Multiplexed bead flow cytometry, RGS4-Galphao binding; actives lie on both sides; binding response (% of control), % at 10 µM; in the data active means binding response below about 49% or above about 150%; inactive means in between;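 further: fluorescent Galphao activated with aluminum fluoride binding bead-coupled RGS4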
Target sequence (P09471 whole entry, looked up): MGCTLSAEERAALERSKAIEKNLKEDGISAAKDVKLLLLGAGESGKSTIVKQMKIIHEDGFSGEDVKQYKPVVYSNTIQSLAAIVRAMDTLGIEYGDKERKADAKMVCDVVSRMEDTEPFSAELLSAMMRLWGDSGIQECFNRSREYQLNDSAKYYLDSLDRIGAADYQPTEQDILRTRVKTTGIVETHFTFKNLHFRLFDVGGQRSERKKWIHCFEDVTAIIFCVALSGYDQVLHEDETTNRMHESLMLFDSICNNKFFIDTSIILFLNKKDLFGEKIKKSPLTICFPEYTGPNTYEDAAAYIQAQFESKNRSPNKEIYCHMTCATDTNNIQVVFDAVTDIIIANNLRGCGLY
RGS8-Gao = regulators of human RGS8-Galphao interaction; P09471; 0.34% of 220,000 active; AID 1423; multiplexed bead flow cytometry, RGS8-Galphao binding; actives lie on both sides; response (percent of control binding), % at 10 µM; in the data active means response below about 60% or above about 140%; inactive means in between;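 further: Galphao activated as the GDP aluminium fluoride complex binding bead-coupled RGS8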
Bcl-XL Bim block = disrupts Bim peptide binding to human Bcl-XL. Q07817. bead flow cytometry, fluorescence. inhibition, % at 10 µM. 0.04% of 190,000 active. AID 1007
Target sequence (Q07817 whole entry, looked up): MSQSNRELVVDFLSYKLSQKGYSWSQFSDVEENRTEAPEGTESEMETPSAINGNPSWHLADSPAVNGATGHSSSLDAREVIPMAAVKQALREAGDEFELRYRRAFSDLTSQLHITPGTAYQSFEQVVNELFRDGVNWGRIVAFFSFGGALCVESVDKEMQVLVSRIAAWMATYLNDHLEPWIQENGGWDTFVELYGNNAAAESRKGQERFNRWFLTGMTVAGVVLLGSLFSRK
Bim-Bcl-B = inhibitors of Bim-Bcl-B interaction, human | 0.073% of 190,000 active | Q9HD36 | bead-based flow cytometry, Bim peptide-Bcl-B binding | inhibition, % at 10 µM | AID 951;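 further: 0% = tracer peptide without compound and 100% = reference inhibitor peptide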
Bcl-W Bim block = disrupts Bim peptide binding to human Bcl-W; Q92843; bead-based flow cytometry; inhibition, % at 10 µM; 0.02% of 190,000 active; AID 952;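 further: 0% = bound tracer without compound and 100% = peptide blocker; higher means less fluorescent Bim peptide bound to Bcl-W beads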
Target sequence (Q92843 whole entry, looked up): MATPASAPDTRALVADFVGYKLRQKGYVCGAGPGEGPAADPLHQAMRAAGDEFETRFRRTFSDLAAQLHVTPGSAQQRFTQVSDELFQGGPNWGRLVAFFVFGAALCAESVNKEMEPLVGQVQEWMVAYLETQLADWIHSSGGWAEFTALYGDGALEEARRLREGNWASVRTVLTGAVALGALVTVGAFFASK
GSH bead fluor = compound fluoresces at 488/530 nm on GSH beads. fluorescence (KMESF) at 10 µM. AID 1776. 0.25% of 190,000 active. GSH beads flow cytometry, compound fluorescence 488/530 nm; active compounds read high; in the data active means fluorescence above about 89;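 further: glutathione beads carrying GST-tagged Bcl family fusion proteins plus one bare bead set; values are compound well signal with DMSO vehicle wells as background; inactives centre near 16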
RGS7-Gao reg = regulators of human RGS7-Galphao interaction; P09471; Multiplexed bead flow cytometry, RGS7-Galphao binding; actives lie on both sides; binding response (% of control), % at 10 µM; 0.35% of 220,000 active; AID 1439; in the data active means binding response below about 49% or above about 150%; inconclusive means no clear call, values can overlap the other calls; inactive means in between;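 further: fluorescent Galphao held in activated GDP-AlF4 state binding bead-coupled RGS7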
Bfl-1 Bim block = human Bim-Bfl-1 interaction inhibition. 0.12% of 190,000 active. Bead-based flow cytometry, Bim-Bfl-1 binding inhibition. inhibition, % at 10 µM. AID 1008. Q16548;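 further: 0% = wells without compound plus tracer and 100% = blocker peptide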
Bcl-2 Bim block = disrupts Bim peptide binding to human Bcl-2 | 0.06% of 190,000 active | Bead-based flow cytometry, Bim peptide-Bcl-2 binding | AID 950 | inhibition, % at 10 µM | P10415; in the data active means inhibition above about 40%; inconclusive means no clear call, values can overlap the other calls;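 further: 0% = no compound wells with probe peptide and 100% = reference peptide inhibitor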
Target sequence (P10415 whole entry, looked up): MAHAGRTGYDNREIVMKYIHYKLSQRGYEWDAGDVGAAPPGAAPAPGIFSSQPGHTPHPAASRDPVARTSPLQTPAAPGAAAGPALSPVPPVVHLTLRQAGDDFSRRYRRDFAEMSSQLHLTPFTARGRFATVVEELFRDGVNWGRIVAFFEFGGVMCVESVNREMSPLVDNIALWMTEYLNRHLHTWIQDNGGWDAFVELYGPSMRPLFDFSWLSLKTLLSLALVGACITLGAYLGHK
ABCG2 block = inhibitors of human ABCG2 transporter, ABCB1 counter-screen; Q9UNQ0; IgMXP3 cells, JC-1 efflux, flow cytometry; inhibition, % at 6.6 µM; 0.1% of 190,000 active; AID 1325;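 active means inhibition above 80%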;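 further: 0% = DMSO and 100% = nicardipine control wells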
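Measure – % inhibition of efflux relative to nicardipine and DMSO · Test system – ABCG2 IgMXP3 and barcoded ABCB1 CCRF-Adr cell mix · Control set – nicardipine as high control, DMSO as low control · Compound – one concentration, 6.6 µM final · Signal – flow cytometry of retained JC-1 fluorescence · Timing – 10 min exposure at 25 °C with rotation, no wash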
Active calls of the source: *; ? = inconclusive. Unless noted, no stated cut-off is given here; in the data, active means inhibition above about 40%.

SMILES	ABCB1 inh	RGS4-Gao reg	RGS8-Gao	Bcl-XL Bim block	Bim-Bcl-B	Bcl-W Bim block	GSH bead fluor	RGS7-Gao reg	Bfl-1 Bim block	Bcl-2 Bim block	ABCG2 block
COCCCNC(=S)NNC(=O)c1csc2ccccc12	-0.1	99	90	-12	-25	-7	11	94	0	-8	7
O=C1Nc2ccccc2N2CCCC12 (stereo not drawn)	-0.1	94	99	0	-2	0	9	92	-2	-1	2
Cc1nn(-c2ccccc2)c(N)c1N=Nc1cccnc1	1.5	106	105	-1	-4	0	14	104	-4	-4	12
CCOC(=O)c1[nH]c2cc(OC)c(OC)cc2c1NC(=O)C(C)N1CCN(Cc2ccccc2)CC1 (stereo not drawn)	0.9	100	102	0	1	1	21	102	1	2	3
CCn1c(SCC(=O)Nc2ccc3c(c2)c2ccccc2n3CC)nnc1-c1cnccn1	-0.2	98	98	-1	0	0	17	97	-2	-2	-1
CCc1ccc(CN(C)C(=O)c2cc(COc3c(F)cccc3F)on2)cc1	0.6	101	101	-6	-4	-2	12	?	-6	-7	1
O=C(Nc1ccc(Cl)cc1)c1ccsn1	0.7	98	98	-12	-14	-5	27	98	-25	-18	37
O=C(c1ccncc1)N(Cc1cc2ccccc2[nH]c1=O)C1CCCCC1	0.6	107	105	-2	-5	1	17	110	-10	-8	2
CCC(C#CCN1CCOCC1)(CC)OCCC#N	0.1	101	104	-2	-1	-4	18	96	-4	-2	1
CCOC(=O)Cn1nc(Cc2ccccc2)c2ccccc2c1=O	0.3	100	104	-6	-4	-2	33	100	-3	-2	-3
O=C(O)c1cnn2c(C(F)(F)F)cc(-c3ccco3)nc12	0.2	97	97	0	-7	1	7	98	-7	-3	1
Cc1cccc(NC(=O)c2ccc(S(=O)(=O)N(C)C)cc2)n1	0.0	99	100	-2	-3	-6	12	99	-5	-7	0
Cc1ccc(C(=O)NCC(=O)OCc2csc(-c3ccccc3)n2)cc1	0.0	101	94	-1	-3	4	11	97	0	1	12
CCn1c(O)c(N=NC(=S)NCC2CCCO2)c2ccccc21 (stereo not drawn)	-0.4	100	101	-4	-5	-3	13	?	-6	0	2
O=C(N/N=C/c1ccc2c(c1)OCO2)C(=O)N1CCCC1	0.2	96	99	-7	-5	-4	22	105	-3	-2	2
N=C(N)c1ccc(Cl)cc1	0.3	90	97	-2	-1	-1	17	99	-4	-3	1
Cc1cccc(C#N)c1NC1=CC(=O)CC(C)(C)C1	0.8	78	79	3	1	0	4	84	5	2	3
CCN(C(=O)c1cnc2scc(C)n2c1=O)c1ccccc1C	0.5	98	98	1	0	0	18	100	1	0	5
COc1ccc2nc(C)c3cc(C)oc3c2c1	0.4	97	100	-25	-9	0	32	101	-16	-11	8
O=C(Nc1ccc(N2CCN(C(=O)c3cccs3)CC2)c(Cl)c1)c1ccco1	2.0	99	97	8	-3	3	49	100	0	-2	16

Next part, overlapping the part above by 2 compounds.
SMILES	ABCB1 inh	RGS4-Gao reg	RGS8-Gao	Bcl-XL Bim block	Bim-Bcl-B	Bcl-W Bim block	GSH bead fluor	RGS7-Gao reg	Bfl-1 Bim block	Bcl-2 Bim block	ABCG2 block
COc1ccc2nc(C)c3cc(C)oc3c2c1	0.4	97	100	-25	-9	0	32	101	-16	-11	8
O=C(Nc1ccc(N2CCN(C(=O)c3cccs3)CC2)c(Cl)c1)c1ccco1	2.0	99	97	8	-3	3	49	100	0	-2	16
CCN(CC)S(=O)(=O)c1ccc2c(c1)C(=NO)c1cc(S(=O)(=O)N(CC)CC)ccc1-2	0.6	93	97	0	0	0	28	92	1	2	25
COc1ccc(NS(=O)(=O)c2cc(NC(=O)C3CCCO3)ccc2N2CCCCC2)cc1 (stereo not drawn)	2.7	103	101	-3	-6	-2	15	104	-4	-2	2
O=C(/C=C/c1ccccc1)c1ccccc1	0.1	101	103	-6	-1	-4	20	102	0	0	0
Cc1cc(S(=O)(=O)N(Cc2ccccc2)Cc2ccc(N(C)C)cc2)ccc1-n1cnnn1	2.8	106	104	-3	-7	-2	21	106	-20	-9	18
COc1ccc(C(=O)OCC(=O)NCCN2C(=O)CSC2=O)cc1	0.0	100	104	-3	-1	0	12	98	-6	-1	0
C/C(=C/C(=O)NCc1ccccc1)C(=O)O	0.5	99	102	1	0	-3	17	101	-1	0	4
O=[N+]([O-])c1cccc(-c2csc(N/N=C/c3cccc(O)c3)n2)c1	-0.8	101	100	-2	-1	0	11	104	2	-1	-2
Oc1ccc(C2C(c3ccccc3)=NN=C(c3ccccc3F)N2O)c(O)c1 (stereo not drawn)	0.0	91	99	-3	-5	1	10	92	3	6	0
Cc1ccc2[nH]c(=O)c3cc(C(=O)NCC4CCCO4)sc3c2c1 (stereo not drawn)	1.0	97	98	-7	-6	-6	14	98	-4	-5	6
CCCCOCCCNC(=O)c1ccc([N+](=O)[O-])c(C)c1	0.0	99	100	-8	-8	-5	13	94	-3	-6	14
Cc1ccc(S(=O)(=O)N(CC(=O)NCCC2=CCCCC2)Cc2ccccc2)cc1	4.4	103	100	0	1	2	16	105	3	0	6
CCO[C@@H]1OC(C(=O)N2CCN(Cc3ccccc3)CC2)=C[C@H](c2ccccc2)[C@H]1CCCO	1.0	96	99	-2	-5	-2	18	97	-5	-4	4
Nn1c(SCC(=O)Nc2ccc(F)cc2F)nnc1-c1cccnc1	0.6	101	96	-1	-2	-1	13	102	0	-5	2
O=S(=O)(NC1CC1)c1ccc2c3c(cccc13)CC2	0.3	98	100	-4	-6	-1	16	102	-6	-1	4
CCOC(=O)N1CCN(C(=O)CS(=O)(=O)c2cn(Cc3ccc(Cl)cc3)c3ccccc23)CC1	2.7	100	99	-2	-8	3	27	96	-9	-7	10
Cc1ccc(C(=O)CSc2ncnc3sc4c(c23)CCC(C)C4)cc1 (stereo not drawn)	0.5	109	105	-21	-8	-3	27	104	-6	-15	2
Cn1nc(-c2ccc(C(=O)N3CCN(CCO)CC3)cc2)c2ccccc2c1=O	0.3	97	96	-2	-1	-4	16	91	-2	-3	1
COc1ccc(Cl)cc1-c1nc(N)nc(NC2CCCCC2)n1	0.6	101	103	-4	-3	-3	10	99	0	2	0
Cc1ccc(CNC(=O)c2ccccc2NS(C)(=O)=O)cc1	1.0	96	101	-4	0	-1	25	97	0	0	2
COc1ccc2[nH]c(O)c(N=O)c2c1	0.9	99	98	0	-1	0	15	97	-1	1	13

Among those listed so far, these contain two or more sulfur atoms.
SMILES	ABCB1 inh	RGS4-Gao reg	RGS8-Gao	Bcl-XL Bim block	Bim-Bcl-B	Bcl-W Bim block	GSH bead fluor	RGS7-Gao reg	Bfl-1 Bim block	Bcl-2 Bim block	ABCG2 block
COCCCNC(=S)NNC(=O)c1csc2ccccc12	-0.1	99	90	-12	-25	-7	11	94	0	-8	7
CCN(CC)S(=O)(=O)c1ccc2c(c1)C(=NO)c1cc(S(=O)(=O)N(CC)CC)ccc1-2	0.6	93	97	0	0	0	28	92	1	2	25
Cc1ccc(C(=O)CSc2ncnc3sc4c(c23)CCC(C)C4)cc1 (stereo not drawn)	0.5	109	105	-21	-8	-3	27	104	-6	-15	2

New compounds follow
SMILES	ABCB1 inh	RGS4-Gao reg	RGS8-Gao	Bcl-XL Bim block	Bim-Bcl-B	Bcl-W Bim block	GSH bead fluor	RGS7-Gao reg	Bfl-1 Bim block	Bcl-2 Bim block	ABCG2 block
COc1cc([N+](=O)[O-])cc2cc(C(=O)N3CCN=C3c3ccccc3)c(=O)oc12	0.5	101	102	-5	-5	-2	20	101	-4	-1	5
O=C(Nc1ccccc1Cl)c1cccc(NS(=O)(=O)c2ccccc2)c1	0.1	102	103	1	-4	-2	31	98	-8	-3	1
Cc1cc(C)c(OCC(=O)Nc2cccc(NC(=O)c3ccco3)c2)c(Br)c1	22	97	105	0	0	2	22	101	0	-27	5
CCn1c(C)c(C(C)=O)c(N2CCC(C(N)=O)CC2)nc1=S	0.3	103	104	-1	0	-1	11	104	0	-2	5
Cc1ccc(NC(=O)n2ccc(-c3ccc(-n4ccnc4)cc3)n2)cc1	-0.1	96	97	1	1	0	10	96	-1	0	7
CCn1c(SCC(=O)Nc2ccccc2)nc2c1c(=O)n(C)c(=O)n2C	2.8	100	102	-5	-6	-7	17	102	-4	-9	5
COc1cccc(CNS(=O)(=O)c2ccc(S(=O)(=O)N3CCCC3)cc2)c1	1.0	96	97	0	-2	-2	11	104	-2	1	6
CC(C)C(OC(=O)c1ccco1)C(=O)NC1CCCCC1 (stereo not drawn)	0.4	90	91	2	0	3	15	91	0	-2	1
CN(C)c1ccc(C(CNC(=O)c2ccccc2)c2c[nH]c3ccccc23)cc1 (stereo not drawn)	3.6	102	104	-5	-9	-3	9	98	0	0	16
Cc1nc2oc3ccccc3c(=O)c2c(=O)n1Cc1ccccc1	1.2	93	97	-6	-6	-2	27	97	-16	-9	18
Cc1ccc(S(=O)(=O)NC(=O)c2cc(C)n(CC(c3ccccc3)N(C)C)c2C)cc1 (stereo not drawn)	0.3	103	102	-1	1	1	22	100	0	-4	1
COC(=O)Cn1cnc2sc3c(c2c1=O)CCCC3	0.1	98	104	-2	-8	1	18	100	-12	-3	1
CSc1ccc(-c2nnn(Cc3ccc(C)cc3)n2)cc1	0.7	101	100	-4	-8	0	22	103	-13	-8	7
CC(NC(=S)Nc1ccc(S(=O)(=O)N2CCOCC2)cc1)C1CC2CCC1C2 (stereo not drawn)	-1.1	97	83	0	-10	-3	8	97	1	-4	-9
O=C(Nc1cccnc1)c1ccc(Cl)c([N+](=O)[O-])c1	0.7	95	99	-1	-1	0	14	104	0	0	22
CC1CCC(NC(=O)Cn2c3c(c(-c4ccccc4Cl)cc2=O)CCC3)CC1 (stereo not drawn)	1.1	97	100	-1	-6	0	27	101	-7	-7	1
CSc1ncccc1C(=O)OCC(=O)NC(C)(C)C	0.2	100	103	2	2	6	20	101	1	2	0
CCCCn1c(CCn2nc(C)c(Br)c2C)n[nH]c1=S	0.0	98	94	6	-35	-2	26	102	-4	-11	2
COc1cccc(CNCCNC(=O)c2nonc2N)c1	0.3	92	88	-4	-3	-1	13	88	1	-2	2
Clc1cccc(OCCN2CCN(CCOc3cccc(Cl)c3)CC2)c1	14	89	87	0	-2	0	6	97	1	1	17
Cn1c(-c2sccc2OCc2cccc(C(F)(F)F)c2)n[nH]c1=S	-0.9	103	94	-2	-24	0	11	?	1	-4	-3
Cc1nc(-c2cccc(NC(=O)Cc3ccccc3)c2)cs1	0.9	98	96	-1	-4	-1	13	?	-8	-9	17
Nn1cnn(Cc2ccccc2)c1=S	0.5	98	101	3	-16	-3	26	96	-15	-11	1
CCN(CC)S(=O)(=O)c1cccc(-c2n[nH]c(=S)n2/N=C/c2ccc(OC(F)F)cc2)c1	-1.4	96	98	-4	-37	-17	10	102	6	-6	-9
C/C(=N/NC(=O)c1cnccn1)c1ccncc1	1.0	102	101	-1	-2	3	27	102	-1	0	5
Cc1ccc(OCCNC(=O)/C=C/c2ccccc2)cc1	0.2	100	102	-3	-3	-2	13	99	-2	-4	1
Cc1ccc2c(c1)c1c3n2CCN(C(=O)CN2CCN(C)CC2)C3CCC1 (stereo not drawn)	0.2	106	103	1	-1	-2	46	102	-5	-1	1
COc1ccccc1N1CCN(Cc2ccsc2)CC1	0.7	101	102	-6	-1	-3	8	100	-1	-3	2
CCOC(=O)c1c(NC(=O)COc2ncnc3ccccc23)sc(C(C)=O)c1C	0.3	96	100	-4	-5	-6	10	97	-3	-4	0

Assay outcomes from PubChem.
